LDHA block – qHTS assay for inhibitors of human lactate dehydrogenase; L-lactate dehydrogenase A chain (Homo sapiens), P00338; purified LDHA, NADH/diaphorase-resazurin fluorescence; active compounds read low; activity change, % (values are at about 110 or 230 µM); 0.15% of 480,000 active; AID 1347041, 2019; in the data active means activity change below about -30%; inconclusive means mostly about -25% to -30%;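 further: plate controls were DMSO wells for no effect and wells without enzyme for full effect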
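Remaining NADH was detected by diaphorase (0.133 mg/mL) converting 37 µM resazurin to fluorescent resorufin, read at 0 and 20 minutes. The preceding 5-minute room-temperature reaction used 2 nM LDHA, 0.2 mM sodium pyruvate and 0.06 mM NADH at pH 7.4.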
ERG Ets-DNA blk – qHTS for Small Molecule Inhibitors of the ERG Ets/DNA interaction | Transcriptional regulator ERG (Homo sapiens), P11308 | 0.028% of 370,000 active | fluorescence polarization, His-ERG Ets domain / labelled DNA | AID 624246, 2012 | Potency, µM (highest dose often 76.9 µM), without a hit: at the top dose FP activity, negative = inhibition, most hits filed as inhibitors; active means well fitted inhibition curve with a large enough effect in the polarisation, with a control signal flat; inconclusive means small, poorly fitted or top-dose-only effect, or effect the other way, or a change in a side signal; inactive means no such curve, though single readings can be large or run the other way; the % refers to the polarisation;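 further: polarization taken with two DNA probes labelled with fluorescein and Texas red; potency means the concentration at half of the fitted maximal effect; % of control where 0% means no effect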
Target sequence (P11308 whole entry, looked up, the tested form may be a part): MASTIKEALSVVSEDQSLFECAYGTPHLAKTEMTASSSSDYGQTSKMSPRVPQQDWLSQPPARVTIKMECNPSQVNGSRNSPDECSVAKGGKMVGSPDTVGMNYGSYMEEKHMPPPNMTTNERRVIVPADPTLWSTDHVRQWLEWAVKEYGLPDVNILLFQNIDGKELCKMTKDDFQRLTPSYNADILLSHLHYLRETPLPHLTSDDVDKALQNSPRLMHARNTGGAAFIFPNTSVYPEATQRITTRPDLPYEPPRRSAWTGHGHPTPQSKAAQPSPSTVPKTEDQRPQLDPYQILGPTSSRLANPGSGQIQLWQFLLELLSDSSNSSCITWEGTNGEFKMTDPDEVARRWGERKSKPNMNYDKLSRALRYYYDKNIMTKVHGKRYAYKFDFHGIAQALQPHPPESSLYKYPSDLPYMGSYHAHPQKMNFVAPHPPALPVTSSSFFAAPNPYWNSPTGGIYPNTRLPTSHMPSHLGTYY
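His-tagged ERG Ets domain (1 uM in the protein solution; 300mM KCl, 50mM Tris-HCl, 1mM EDTA, 1mM DTT, pH 7.5) received compound, then a probe mix of 5 nM fluorescein-DNA and 100nM Texas-615-DNA. Fluorescence polarization was read for both dyes.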
APEX1 inh – qHTS Assay for Inhibitors of the Human Apurinic/apyrimidinic Endonuclease 1 (APE1). 0.35% of 350,000 active. Potency, µM (top dose mostly 65.8 µM), for inactives: at the highest dose activity change, negative = inhibition, hits mostly inhibitors. recombinant APE1, TAMRA/BHQ-2 abasic DNA cleavage fluorescence;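 further: potency means the concentration at half of the fitted maximal effect; plate controls were vehicle for no effect and reference inhibitor for full effect; nearly all actives have a fitted effect of over 55% in size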
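APE1 at 0.75 nM preincubated 15 min at room temperature with compound. Reaction then started with 50 nM double-stranded THF-abasic substrate labelled with TAMRA/BHQ-2, and 525/598 nm fluorescence read kinetically. Activity taken as third-minus-first read difference, normalized to DMSO and NSC13755 controls.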
Pol beta inh – qHTS Assay for Inhibitors of DNA Polymerase Beta | P06746 | Pol beta primer extension/strand displacement, fluorescence kinetic | Potency, µM (titrated, usually from 114 µM), inactives show top-dose activity change, negative = inhibition, usual class: inhibitors | 1.3% of 340,000 active; further: potency means the concentration at half of the fitted maximal effect; on the % scale 0 is the no-effect control and ±100 the full control effect
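Enzyme-only controls used 10 nM Pol beta; buffer lacking enzyme served as negative control. Compound preincubated 15 min, then 50 nM substrate added; 0 and 10 min reads at room temperature.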
RGS4 inhibitor – Inhibitors of Regulator of G Protein Signaling (RGS) 4: qHTS. Regulator of G-protein signaling 4 (Homo sapiens), P49798. Transcreener GDP fluorescence polarization, RGS4-accelerated GTP hydrolysis. Potency, µM (top dose mostly 114 µM), for inactives: at the highest dose activity change, negative = inhibition, usual class: inhibitors. 0.039% of 390,000 active. AID 504845, 2011; further: potency means the concentration at half of the fitted maximal effect; on the % scale 0 is the no-effect control and ±100 the full control effect; nearly all actives have a fitted effect of over 75% in size; some results filed as inactive show a strong effect at the top dose
Target sequence (P49798 whole entry, looked up): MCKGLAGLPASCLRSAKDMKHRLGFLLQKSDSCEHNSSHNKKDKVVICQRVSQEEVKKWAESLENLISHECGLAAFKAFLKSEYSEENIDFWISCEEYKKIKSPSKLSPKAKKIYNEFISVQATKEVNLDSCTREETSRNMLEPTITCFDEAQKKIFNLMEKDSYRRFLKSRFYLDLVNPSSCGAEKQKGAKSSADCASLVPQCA
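MLSMR compounds (23 nl, pin-transferred) preincubated 10 min at room temperature with a 500nM (2x) first reagent, then RGS4 at 900nM (2x) plus Transcreener GDP mix added; fluorescence polarization (620/688 nm) read before and after 90 min at 30 °C.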
Pol eta inh – qHTS for Inhibitors of Polymerase Eta. DNA polymerase eta (Homo sapiens), Q9Y253. recombinant Pol eta, fluorescent DNA replication assay. Potency, µM (highest dose often 114 µM), inactives show top-dose activity change, negative = inhibition, hits mostly inhibitors. 1.2% of 390,000 active. AID 588591, 2011; further: potency means the concentration at half of the fitted maximal effect; on the % scale 0 is the no-effect control and ±100 the full control effect
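Pol eta (10 nM) was preincubated with compounds for 15 min at room temperature, after which fluorescent replication substrate (50 nM final) was added to start the reaction. Fluorescence was read kinetically at 0 and 10 min.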
12-LOX inh – Primary qHTS assay for inhibitors of human arachidonate 12S-lipoxygenase (ALOX12): Round 2; Potency, µM (top dose mostly 108 µM), for inactives: top-dose activity change, negative = inhibition, most hits filed as inhibitors; AID 1671190, 2021; purified 12hLO, xylenol orange hydroperoxide absorbance; Polyunsaturated fatty acid lipoxygenase ALOX12 (Homo sapiens), P18054; 1.1% of 580,000 active; further: potency means the concentration at half of the fitted maximal effect; on the % scale 0 is the no-effect control and ±100 the full control effect
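Hydroperoxide product was detected by ferrous iron/xylenol orange as the 573 to 405 nm absorbance ratio. Arachidonic acid at 40 uM (final) was turned over for 30 min at room temperature by 150 nM human 12hLO, pH 7.0 Hepes buffer, after 15 min compound preincubation.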
Anesthetic bind – qHTS Assay for Identification of Novel General Anesthetics. Ferritin light chain (Equus caballus), P02791. apoferritin/1-aminoanthracene competitive binding, fluorescence. Potency, µM (highest dose often 77.5 µM), without a hit: at the top dose activity change, negative = displacement, actives largely listed as inhibitors. 0.074% of 350,000 active; further: potency means the concentration at half of the fitted maximal effect; on the % scale 0 is the no-effect control and ±100 the full control effect; nearly all actives have a fitted effect of over 20% in size
Target sequence (P02791 2-175 limits assumed): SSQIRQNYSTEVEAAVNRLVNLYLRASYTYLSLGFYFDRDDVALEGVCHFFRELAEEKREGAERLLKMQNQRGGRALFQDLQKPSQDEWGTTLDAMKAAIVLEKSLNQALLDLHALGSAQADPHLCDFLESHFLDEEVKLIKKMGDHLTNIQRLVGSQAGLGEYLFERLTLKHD
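Concentration-response curves derived by four-parameter Hill fitting of normalized fluorescence, where compounds displaced 1-AMA from 10 uM horse apoferritin following a brief 10 min room-temperature incubation; propofol titration acted as positive control.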
Pol kappa inh – qHTS for Inhibitors of Polymerase Kappa; purified Pol kappa, fluorescent DNA synthesis assay, 10 min; Potency, µM (doses to about 107 µM), for inactives: top-dose activity, negative = inhibition, hits mostly inhibitors; 0.53% of 400,000 active; AID 588579, 2011; further: potency means the concentration at half of the fitted maximal effect; on the % scale 0 is the no-effect control and ±100 the full control effect
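Here, compound and 10 nM enzyme are combined for 15 min at room temperature; adding 50 nM substrate (final) starts DNA synthesis, tracked by fluorescence at 0 and 10 min against buffer-only wells.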
* = called active by the depositor; i = inactive; ? = inconclusive; nt = no result given; & = joins results of further samples; [ ] = dose if it differs, or a comment. Unless noted, the call rests on the fitted dose curve; in most records, active means well fitted curve in the direction sought with a large enough effect; inconclusive means small, poorly fitted or top-dose-only effect, or another doubt; inactive means no such curve, though single readings can be large; an effect the other way counts as inactive or inconclusive. A portion of the library; rates above refer to the full screens.

No.	SMILES	LDHA block	ERG Ets-DNA blk	APEX1 inh	Pol beta inh	RGS4 inhibitor
1	Cc1nc2ccccc2n1/N=C/c1ccc([N+](=O)[O-])s1	-6	0%	3%	?	-14%
2	Cc1oc2ncn(C)c(=O)c2c1C(=O)NCCCN(Cc1ccccc1)C(C)C	2	11%	nt	20%	-8%
3	CCN(CC(=O)NCc1ccc(Cl)cc1)C(=O)CSc1cccc(C(F)(F)F)c1	-1	-3%	11%	nt	?
4	Cc1cccc(N2C(=O)C(Oc3ccc(Cl)cc3Cl)C2C(=O)O)c1C (centres undefined)	-6	0%	-4%	0%	-6%
5	Cc1ccccc1Cn1cc(NC(=O)c2nn(C)cc2Cl)cn1	0	10%	7%	10%	-14%
6	Clc1ccc(C=NC23CN4CN(CN(C4)C2)C3)cc1	-4	-1%	-5%	9%	1%
7	CCC(=O)n1nc(-c2cccnc2)nc1NCc1ccc(OC)cc1	-6	0%	-1%	1%	36%
8	Cc1c(Cl)cccc1NC(=O)c1ccc2nc(C(C)C)oc2c1	-19	8%	nt	8%	-5%
9	Cc1cc(Nc2ccc3c(c2)OCCO3)c2cccc(C)c2n1	-4	67%[activator]	0%	-8%	10%
10	CCC(C)(C)NC(=O)C(c1cccc(OC)c1OC)N(Cc1ccccc1)C(=O)CCC(=O)Nc1cc(C)on1 (centres undefined)	1	-6%	33%[12.4 µM]	25%	-22%

No.	Pol eta inh	12-LOX inh	Anesthetic bind	Pol kappa inh
1	-14%	4%	-14%	-8%
2	-8%	-4%	-6%	4%
3	-18%	?	nt	-7%
4	-16%	-15%	31%[activator]	-17%
5	1%	2%	-12%	-8%
6	-10%	10%	-5%	-15%
7	-1%	364%[activator]	-6%	-6%
8	-8%	-20%	-6%	-11%[60.1 µM]
9	-28%	?	0%	-8%
10	-15%	-10%	?	0%

Next section:
No.	SMILES	LDHA block	ERG Ets-DNA blk	APEX1 inh	Pol beta inh	RGS4 inhibitor
11	COc1ccc(N2CC(NS(=O)(=O)c3cccs3)CC2=O)cc1 (centres undefined)	-10	2%	3%	nt	19%
12	COc1ccc(NC(=O)C2CCN(c3nc(-c4ccc(OC)c(OC)c4)no3)CC2)cc1Cl	8	-4%	nt	1%	-24%
13	O=[N+]([O-])c1ccc(S(=O)(=O)NN=Cc2ccc(Cl)c(Cl)c2)cc1	2	4%	nt	nt	?
14	CN(C)CCN(C)Cc1c2ccccc2c(CN(C)CCN(C)C)c2ccccc12	3	-4%	23%	-31%	15%
15	Cc1ccc(NC(=O)Cc2noc3ccccc23)nc1	-8	-3%	-5%	21%	3%
16	CSc1ccc(Cl)c(C(=O)NCc2ccco2)c1	-3	5%	-3%	13%	-29%
17	Cc1nc(N2CCCC2)c2c(C(=O)N3CCN(c4cc(Cl)ccc4C)CC3)c(C)oc2n1	-4	9%	nt	-1%	10%
18	Cc1ccccc1-c1noc(CCC(=O)NCc2ccco2)n1	-1	2%	2%	-1%	-28%
19	CC(=O)Nc1ccc2[nH]c(C)c(CC=C(Cl)Cl)c(=O)c2c1	-6	-1%	9%	33%	16%
20	CC(=O)N1CCN=C1SCc1ccccc1Cl	-4	15%	-6%	32%	2%

No.	Pol eta inh	12-LOX inh	Anesthetic bind	Pol kappa inh
11	-14%	10%	nt	-6%
12	-11%	0%	-21%	-11%
13	-22%	18µM*	nt	-4%
14	-12%	?	-1%	-11%
15	-5%	-19%	-6%	-8%
16	?	0%	-23%	-7%
17	-14%	0%	-6%	-17%
18	-18%	?	-10%	-7%
19	11%	0%	5%	-21%
20	-8%	14%	?	-9%

(continued)
No.	SMILES	LDHA block	ERG Ets-DNA blk	APEX1 inh	Pol beta inh	RGS4 inhibitor
21	COC(=O)c1ccc(CCc2cc(O)c(Br)cc2O)cc1	38	nt	nt	nt	?
22	CC1(C)Cc2c(c(=S)nc(-c3ccccc3)n2CCOCCO)CO1	-1	11%	-2%	2%	-32%
23	Cc1ccc(S(=O)(=O)N2CCN(C(=O)c3cc(=O)[nH]c4ccccc34)CC2)c(C)c1	3	6%	-2%	-19%	23%
24	CCn1cnc2c1c(=O)n(Cc1cccc([N+](=O)[O-])c1)c(=O)n2Cc1ccccc1	-4	-5%	-13%	29%	7%
25	CC(=O)c1ccccc1NC(=O)c1ccc2c(c1)NC(=O)C(C)S2 (centres undefined)	-9	9%	10%	nt	-20%
26	COc1ccc(NC(=O)CNCCC2=CCCCC2)cc1	-3	nt	-1%	6%	34%
27	Clc1ccc(CSc2nnc(/C=C/c3ccccc3)o2)cc1	-7	4%	2%	-5%	5%
28	CN(C)c1ccc(CNS(=O)(=O)c2ccc(-c3cc(C(F)(F)F)on3)s2)cc1	0	-6%	nt	?	9%
29	COc1ccc(OCCn2c(NC(=O)c3ccco3)nc3ccccc32)cc1	-5&-2	3%	-5%	-29%	4%
30	COc1ccc([C@@H]2C[C@@H](c3ccccc3)Oc3cc(OC)c(OC)c(OC)c32)cc1	0	0%	0%	?	15%

No.	Pol eta inh	12-LOX inh	Anesthetic bind	Pol kappa inh
21	-22%	?	nt	-12%
22	-11%	96%[activator]	-9%	9%
23	8%	-28%	-5%	-14%
24	-23%	?	-20%	-12%
25	1%	-10%	nt	-5%
26	6%	18%	-15%	-1%
27	-22%	i	6%	-4%
28	8%	-15%	-5%	4%
29	-14%	0%&17%	-21%	-1%
30	-17%	21%	3%	-1%

(more compounds)
No.	SMILES	LDHA block	ERG Ets-DNA blk	APEX1 inh	Pol beta inh	RGS4 inhibitor
31	O=C(CSc1cccc2cccnc12)Nc1ccccc1F	-2	-13%	-6%	0%	-3%
32	COc1ccc(C(CCN2CCCC(C)C2)c2c(OC)cc(OC)c3c2OC(=O)CC3c2cc(OC)c(OC)c(OC)c2)cc1 (centres undefined)	0	-12%	-2%&6%	-8%	-9%&2%
33	O=C(NC1CC1)C1CCN(c2ccc(S(=O)(=O)N3CCOCC3)cc2Cl)CC1	-5	0%	-3%	-2%	10%
34	Cc1ccc(-c2c(C#N)c(N)nc3c2CCCCCC3)o1	-10	nt	16%	33%	7%
35	O=C(C1CCN(Cc2ccc(F)cc2)CC1)N(CCO)Cc1ccccc1	-11	1%	14%	-3%	-9%
36	Cc1c(C(=O)N2CCN(CCc3ccccn3)CC2)oc2ccc(F)cc12	-2	-1%	3%	30%	9%
37	CCOCCCNC(=S)N1C2CCC1CC(NC(=O)NC1CCCCC1)C2 (centres undefined)	-11	nt	1%	-17%	-3%
38	O=c1[nH]c2ccc(NCc3ccc(-c4cccc(Cl)c4)o3)cc2[nH]1	6	-2%	nt	23%	-6%
39	CC(=O)Nc1ccc(NC(=O)C(C)OC(=O)c2cccc(S(=O)(=O)N3CCCCCC3)c2)cc1 (centres undefined)	-3	nt	-13%	nt	?
40	CC(C)(C)OC(=O)N1CCC[C@H]1C(=O)N/N=C/c1cccc2cccnc12	0	-4%	6%	44%[activator]	-3%
41	c1ccc(-c2nnc(-c3ccccn3)c(-c3ccccn3)n2)nc1	5	3%	4%	26%	-43%

No.	Pol eta inh	12-LOX inh	Anesthetic bind	Pol kappa inh
31	-8%	0%	-19%	-13%
32	-23%	nt	-11%&-13%	-13%&15%
33	5%	-17%	-9%	-11%
34	-8%	?	6%	-15%
35	3%	-8%	6%	-17%
36	-4%	1%	-1%	10%
37	-6%	-2%	-2%	-13%
38	-4%	?	-16%	-7%
39	-9%	-2%	nt	-14%
40	-17%	8%	-6%	-1%
41	-20%	0%	-2%	-6%

Rewritten field by field: 3 of the compounds above
29) COc1ccc(OCCn2c(NC(=O)c3ccco3)nc3ccccc32)cc1
  LDHA block: -5&-2	ERG Ets-DNA blk: 3%	APEX1 inh: -5%	Pol beta inh: -29%	RGS4 inhibitor: 4%	Pol eta inh: -14%	12-LOX inh: 0%&17%	Anesthetic bind: -21%	Pol kappa inh: -1%

30) COc1ccc([C@@H]2C[C@@H](c3ccccc3)Oc3cc(OC)c(OC)c(OC)c32)cc1
  LDHA block: 0	ERG Ets-DNA blk: 0%	APEX1 inh: 0%	Pol beta inh: ?	RGS4 inhibitor: 15%	Pol eta inh: -17%	12-LOX inh: 21%	Anesthetic bind: 3%	Pol kappa inh: -1%

31) O=C(CSc1cccc2cccnc12)Nc1ccccc1F
  LDHA block: -2	ERG Ets-DNA blk: -13%	APEX1 inh: -6%	Pol beta inh: 0%	RGS4 inhibitor: -3%	Pol eta inh: -8%	12-LOX inh: 0%	Anesthetic bind: -19%	Pol kappa inh: -13%

Bioassay records (PubChem BioAssay)
